Assay outcomes as filed in PubChem.
FN deposition inh – inhibitors of fibronectin matrix deposition, primary screen, AH1F cells, Alexa488-fibronectin fluorescence, plate reader | AH1F fibroblasts, overnight | inhibition, % at 12.6 µM | 350,000 compounds, 0.086% hits | AID 743247, 2014;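 active means mean inhibition across replicates of 30% or more, regardless of how many single replicates reach that level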;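 further: positive control wells lacked labelled fibronectin entirely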
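Test system: AH1F fibroblast monolayer depositing Alexa488-labelled fibronectin into matrix. Input: 10000 cells per well. Technique: fluorescence, ex 485 nm, em 525 nm. Buffer or medium: DMEM plus 2% serum, read in PBS. Timing: 1 h cell adhesion before compound, then overnight fibronectin incubation. Compound: single dose, pinned. Read-out basis: inhibition from reduced deposited-fibronectin fluorescence.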
LGR2 antag – inhibitors of bursicon-induced LGR2 CRE-luciferase signal, primary screen, cell-based, HEK293, CRE-luciferase reporter, bursicon stimulation; bursicon-stimulated, 4 h; inhibition, % at 9.99 µM; 380,000 compounds, 0.35% hits;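 active means drop in luminescence signal, shown as inhibition above about 50% in the replicate tests, limit read from the data, passing the limit was not always enough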;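 further: agonist challenge used bursicon conditioned medium at about half maximal strength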
miR-122 sensor – miR-122 Renilla sensor signal increase in Huh7, primary screen, miR-122 inhibitor project, cell-based, single point, plate reader; Huh7 miR-122 Renilla luciferase sensor, 48 h; neutral wells = 0, positive control = 100; activation (reporter increase), % at 12.5 µM; 340,000 compounds, 0.3% hits; AID 602342, 2012;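 active means mean replicate activation score at least 90 and every replicate individually at or above 90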;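 further: higher luciferase means less miR-122 activity so hits act as miR-122 inhibitors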
PAX8 inh HTS – inhibitors of PAX8-driven TPO luciferase reporter, primary screen, RMG-I cells, single concentration. inhibition, % at 12.6 µM. 360,000 compounds, 1.2% hits. SteadyGlo, 24 h;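 active means mean replicate inhibition at least 60% with every replicate also reaching 60%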;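 further: luciferase light reporting Pax8 driven TPO promoter activity; plate controls were median of neutral control wells for no effect and mitoxantrone controls for full effect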
Cneo AK release – Cryptococcus neoformans cell lysis inducers, primary screen, AK release luminescence, single concentration | C. neoformans lysis, adenylate kinase release luminescence, 4 h; normalised: neutral wells 0, clomiphene wells 100 | lysis activity, % at 15 µM | 360,000 compounds, 0.2% hits | AID 651654, 2012;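 active means mean lysis activity across replicates of at least 80%, whatever share of replicates individually reach that level; inactive means mean lysis activity below 80%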
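Schedule: static 4 h at 37 °C with compound, 1 h detection; system: C. neoformans cells; benchmarks: Clomiphene as positive control; buffer or medium: fresh YPD medium; measure: luminescence rise reflecting yeast cell lysis; measured by: luminescent adenylate kinase detection reagent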
EWS-Fli inh – EWS/Fli-driven NR0B1 reporter inhibitors, primary screen, A673 cells, NR0B1 luciferase, luminescence, MLPCN library | viability-normalised | inhibition, % at 12.6 µM | 350,000 compounds, 0.67% hits;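 active means mean inhibition of at least 50% after viability correction, with every replicate also passing that limit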;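 further: firefly luciferase signal divided by Alamar Blue viability fluorescence both relative to DMSO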
PGC1a acetyl inh – inhibitors of PGC1a acetylation signal, primary screen, cell-based, U2OS, AlphaScreen, inhibitor mode; AlphaScreen anti-acetyl-lysine; with virally co-expressed GCN5 acetyltransferase; inhibition, % at 15.6 µM; 350,000 compounds, 0.17% hits; AID 651687, 2012;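 active means every replicate shows inhibition of at least 40%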;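 further: 0% = neutral control wells and 100% = positive control wells; some results beyond the cut were filed as inactive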
Casp6 inh – human caspase-6 inhibitors, primary screen, biochemical, VEID-R110 fluorescence, single point, set 2. P55212. purified caspase-6, Z-VEID-R110 cleavage fluorescence. inhibition, % at 12.5 µM. 350,000 compounds, 0.53% hits. AID 686996, 2013;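 active means mean inhibition across replicates at least about 35%, with every replicate also reaching that limit, limit read from the data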;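 further: 0% = median of neutral control wells and 100% = no fluorescence left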
Target sequence (P55212 24-179 limits assumed): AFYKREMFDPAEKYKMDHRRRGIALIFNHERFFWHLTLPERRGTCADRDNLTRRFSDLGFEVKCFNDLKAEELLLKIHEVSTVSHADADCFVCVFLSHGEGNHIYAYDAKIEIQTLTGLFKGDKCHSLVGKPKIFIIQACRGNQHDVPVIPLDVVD
Target sequence (P55212 194-293 limits assumed): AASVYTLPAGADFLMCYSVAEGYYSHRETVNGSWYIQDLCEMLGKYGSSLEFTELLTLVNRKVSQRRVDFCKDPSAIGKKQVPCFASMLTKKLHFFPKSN
* = called active by the depositor; x = no result given; & = joins results of further samples; [ ] = dose if it differs, or a comment.

item	Compound	FN deposition inh	LGR2 antag	miR-122 sensor	PAX8 inh HTS	Cneo AK release	EWS-Fli inh	PGC1a acetyl inh	Casp6 inh
1	Cn1cc(CN2CCCCC2CO)c(-c2ccc(Oc3ccccc3)cc2)n1 (configuration not stated)	3	-12	-8	2	1	14	-2	-6
2	C[C@H](CO)N1C[C@H](C)[C@@H](CN(C)C)Oc2ccc(NC(=O)C3CC3)cc2CC1=O	-6	2	1[16.7 µM]	-13	-3	x	4	1
3	COc1ccc(C)cc1C(=O)CCC(=O)N1CCN(c2ccccc2F)CC1	-5	-9	-2	-5	1	-7	x	3
4	Cc1cc(NS(=O)(=O)c2ccc(NC(=O)c3c(F)c(F)c(F)c(F)c3F)cc2)nc(C)n1	-1	-10	1	24	0	0	0	-3
5	CC(C(=O)N1CCN=C1c1ccccc1)N1C(=O)c2ccccc2C1=O (configuration not stated)	9	-6	-9	-21	9	-9	1	-3
6	NS(=O)(=O)c1ccc(CCNC(=O)/C=C/c2ccc([N+](=O)[O-])cc2)cc1	-1	-6	x	24	x	6	8	2
7	CC1(c2nnnn2-c2ccc3c(c2)OCCO3)CCC(=O)N1CCc1ccccc1F (configuration not stated)	8	13	x	-23	x	4	x	-2
8	CNC(C)C#Cc1ccc2oc3cc(C)c(C)cc3c(=O)c2c1 (configuration not stated)	-8	2	x	-126	-8	-81	x	-4
9	COc1ccc(S(=O)(=O)Nc2ccc3c(c2)C(=O)N([C@H](C)CO)C[C@@H](C)[C@H](CN(C)S(=O)(=O)c2cn(C)cn2)OCCCC[C@@H](C)O3)cc1	x	8	1[16.7 µM]	4	-1	4	12	2
10	CCOC(=O)c1sc(N)c(C#N)c1COC(=O)CNC(=O)c1cc(OC)c(OC)c(OC)c1	0	x	-4	13	-3	x	x	x

An excerpt from above in order of number of heavy atoms, low to high.
item	Compound	FN deposition inh	LGR2 antag	miR-122 sensor	PAX8 inh HTS	Cneo AK release	EWS-Fli inh	PGC1a acetyl inh	Casp6 inh
8	CNC(C)C#Cc1ccc2oc3cc(C)c(C)cc3c(=O)c2c1 (configuration not stated)	-8	2	x	-126	-8	-81	x	-4
5	CC(C(=O)N1CCN=C1c1ccccc1)N1C(=O)c2ccccc2C1=O (configuration not stated)	9	-6	-9	-21	9	-9	1	-3
1	Cn1cc(CN2CCCCC2CO)c(-c2ccc(Oc3ccccc3)cc2)n1 (configuration not stated)	3	-12	-8	2	1	14	-2	-6
2	C[C@H](CO)N1C[C@H](C)[C@@H](CN(C)C)Oc2ccc(NC(=O)C3CC3)cc2CC1=O	-6	2	1[16.7 µM]	-13	-3	x	4	1
7	CC1(c2nnnn2-c2ccc3c(c2)OCCO3)CCC(=O)N1CCc1ccccc1F (configuration not stated)	8	13	x	-23	x	4	x	-2
4	Cc1cc(NS(=O)(=O)c2ccc(NC(=O)c3c(F)c(F)c(F)c(F)c3F)cc2)nc(C)n1	-1	-10	1	24	0	0	0	-3
10	CCOC(=O)c1sc(N)c(C#N)c1COC(=O)CNC(=O)c1cc(OC)c(OC)c(OC)c1	0	x	-4	13	-3	x	x	x
9	COc1ccc(S(=O)(=O)Nc2ccc3c(c2)C(=O)N([C@H](C)CO)C[C@@H](C)[C@H](CN(C)S(=O)(=O)c2cn(C)cn2)OCCCC[C@@H](C)O3)cc1	x	8	1[16.7 µM]	4	-1	4	12	2

(next part)
item	Compound	FN deposition inh	LGR2 antag	miR-122 sensor	PAX8 inh HTS	Cneo AK release	EWS-Fli inh	PGC1a acetyl inh	Casp6 inh
11	COc1cc(OC)cc(C(=O)NNC(=O)C2CCC2)c1	-12	26	-3	-1	2	-3	-7	3
12	O=C(O)Cn1ccc2cc(S(=O)(=O)N3CCCCCC3)ccc21	-7	-6	x	-13	2	1	6	4
13	Cc1nc2ccccn2c1C(=O)CSc1ccc(Cl)cc1Cl	-6	x	6	-12	2	x	-2	x
14	CCC(CO)Oc1cc(NC(=O)c2ccccc2)c2ncn(C(C)C)c2c1 (configuration not stated)	-8	-2	-4	1	-5	8	-3	-1
15	CCCCC1CC(C)(C(=O)CSc2nc3ccccc3s2)OC1=O (configuration not stated)	x	-4	-4	x	3	x	9	x
16	COc1ccc2c3c(n(C)c2c1)[C@H](CO)N(S(C)(=O)=O)CC31CCN(Cc2nccs2)CC1	-1	3	x	x	x	-2	5	-1
17	Cc1ccc(CNC(=O)COC(=O)c2nc(-c3ccccc3)oc2C)cc1	-2	-3	6	-1	-1	1	0	-2
18	Cc1nn(C)c(Cl)c1CN1CCCC(CO)(Cc2cccc(Cl)c2)C1 (configuration not stated)	-2	-12	x	2	x	3	x	-2
19	CCOC(=O)N1CCN(C(=O)C2c3cc(OC)c(OC)cc3C(=O)N3CCc4ccccc4C23)CC1 (configuration not stated)	1	x	2	-4	-2	x	1	x
20	O=C(C[C@@H]1CC[C@@H](NC(=O)C2CC2)[C@@H](CO)O1)Nc1ccccc1	-10	5	x	x	-5	x	7	-6

Taken from above, 2 compounds:
item	Compound	FN deposition inh	LGR2 antag	miR-122 sensor	PAX8 inh HTS	Cneo AK release	EWS-Fli inh	PGC1a acetyl inh	Casp6 inh
16	COc1ccc2c3c(n(C)c2c1)[C@H](CO)N(S(C)(=O)=O)CC31CCN(Cc2nccs2)CC1	-1	3	x	x	x	-2	5	-1
17	Cc1ccc(CNC(=O)COC(=O)c2nc(-c3ccccc3)oc2C)cc1	-2	-3	6	-1	-1	1	0	-2

Other results follow:
item	Compound	FN deposition inh	LGR2 antag	miR-122 sensor	PAX8 inh HTS	Cneo AK release	EWS-Fli inh	PGC1a acetyl inh	Casp6 inh
21	COCC#Cc1ccc([C@@H]2[C@@H](CO)N3C(=O)CN(C(=O)C4CCOCC4)C[C@@H]23)cc1	x	7	x	-23	x	4	3	2
22	CN(C)CC(=O)Nc1ccc2c(c1)[C@H]1C[C@H](CC(=O)NCCN3CCCCC3)O[C@@H](CO)[C@H]1O2	x	4	-4[16.7 µM]	-14	1	-13	-1	1
23	Cc1cc(C)c2c(n1)sc1c(O)cc(=O)[nH]c12	-2	x	-2	11	-3	x	8	x
24	O=C(C1CCCCC1)N1C[C@H](n2cc(C3CC3)nn2)[C@@H](O)C[C@@H]1c1ccc(Cl)cc1	3	-15	4	-19	0	5	-4	3
25	CCCOc1c(Br)cc(C2C3=C(CCCC3=O)N(C)C3=C2C(=O)CCC3)cc1OC	-6	1	x	-60	x	-6	x	8
26	COC(=O)C1=C(C)NC(=S)NC1c1ccc(-c2cc(Cl)ccc2Cl)o1 (configuration not stated)	-8	9	x	14	x	0	-3	-4
27	Cc1cn(COC/C=C/c2ccccc2)c(=O)[nH]c1=O	x	-11	0	x	0	6	x	3
28	CCCC(=O)N1CC2(C1)CN(C(C)=O)[C@H](CO)c1c2c2ccc(OC)cc2n1C	x	1	x	-12	x	-6	5	-1
29	COc1ccc(CNCC(O)COCc2cccs2)cc1 (configuration not stated)	-7	x	5	-3	0	x	14	x
30	CCCN1[C@@H]2Cn3c(ccc(-c4ccc(F)cc4)c3=O)[C@H]1[C@@H](C(=O)NCC)[C@@H]2CO	x	-2	x	x	x	4	0	-1
31	CCN(CC)CCn1c2c(c(SCC(=O)Nc3ccc(C)c(F)c3)nc1=O)CCC2	0	0	4	9	0	-3	6	0
32	CC(=O)c1ccccc1NS(=O)(=O)c1ccc2c(c1)CC(=O)N2	4	6	-3	11	0	-4	-4	0
33	CCCN(C(=O)COC(=O)COc1c(C)cccc1C)c1c(N)n(Cc2ccccc2)c(=O)[nH]c1=O	-5	-14	-3	-7	3	-3	1	-2
34	Cc1sc(NC(=O)/C=C/c2ccc(C(C)C)cc2)c(C#N)c1C	-9	x	-7	x	0	x	4	x
35	CCOC(=O)c1c(C)oc2ccc(OS(C)(=O)=O)cc12	9	-16	-21	10	x	-23	x	-1
36	COc1ccc2c3c(n(C)c2c1)[C@H](CO)NCC31CN(CC2CCOCC2)C1	11	-11	x	x	x	10	0	-28
37	COC(=O)C(CC(=O)c1cccc(OC)c1)c1ccc(F)cc1 (configuration not stated)	6	x	x	5	x	2	x	0
38	CC(C)NC(=O)Nc1ccc2c(c1)C(=O)N([C@@H](C)CO)C[C@H](C)[C@@H](CN(C)C(=O)Nc1ccc(F)cc1)OCCCC[C@@H](C)O2	1	1	5[16.7 µM]	-2	0	-3	-7	1
39	O=C(Nc1ccc(NC(=O)N2CCN(c3ccccc3O)CC2)cc1)N1CCN(c2ccccc2O)CC1	-1	28	-3	23	0	22	x	1
40	O=C(NCc1ccco1)c1cc(S(=O)(=O)N2CCOCC2)ccc1Br	13	-6	x	-130	0	x	x	3
41	CC(C)[C@H](NC(N)=O)C(=O)NCCc1ccc(Cl)cc1Cl	-4	12	x	-4	x	-13	x	0
42	COc1ccccc1C(=O)C1CCCN(C(=O)CCc2ccccn2)C1 (configuration not stated)	0	8	1	5	-2	x	2	x
43	CC(=O)C[C@@H](O)CC(=O)[C@H]1OC(=O)CC/C=C\Cc2ccccc21	-1	x	0	5	1	-11	14	-1
44	O=C(c1cc([N+](=O)[O-])ccc1Cl)N1CCN(Cc2ccc3c(c2)OCO3)CC1	-2	19	-2	15	x	3	-4	-2
45	COc1ccc(NC(=O)N2CC[C@@H]3[C@@H](CO)N(C)c4ccc(-c5cccc(C(=O)N(C)C)c5)cc4[C@@H]32)cc1	1	-15	6[16.7 µM]	9	-18	4	5	-3
46	CCOc1ncccc1C(=O)Nc1cc(S(=O)(=O)N2CCCCCC2)ccc1OC	5	-5	4	4	7	4	2	-2
47	CN1CCCC(OC(=O)c2cccc(S(=O)(=O)N3CCCCCC3)c2)C1 (configuration not stated)	-13	11	-7	3	-1	12	4	0
48	C=CCNC(=O)c1ccc(Cn2cc(C(F)(F)F)ccc2=O)cc1	x	-3	-1	7	-1	2	7	1
49	CCC(C)NC(=O)CSc1nc2ccccc2c(=O)n1-c1c(C)n(C)n(-c2ccccc2)c1=O (configuration not stated)	-5	15	2	-2	0	17	-6	0
50	COc1ccc(C(=O)Nc2nncs2)cc1S(=O)(=O)N1CCOCC1	7	11	-1	-6	0	x	x	x
51	O=C(Nc1ccc(Cl)cn1)c1ccc(COc2ccccc2Br)o1	12	-55	4	-68	-1	1	5	-6
52	Cc1cccc(C)c1NC(=O)NCc1ccco1	-1	-3	x	5	0	-12	x	1
53	CN(CCO)c1ccc(-c2n[nH]c(=O)c3ccccc23)cc1[N+](=O)[O-]	4	14	x	12	x	13	x	4
54	C[C@@H]1CN([C@H](C)CO)C(=O)c2cc(/C=C/c3ccccc3)cnc2O[C@@H]1CN(C)S(=O)(=O)c1ccc(F)cc1	5	0	-5[16.7 µM]	-6	-1	-15	4	-2
55	O=C(C[C@H]1CC[C@@H]2[C@H](COC[C@H](O)CN2Cc2nccs2)O1)NCc1ccccc1Cl	5&5	6&-1	-1[16.7 µM]	-15&-6	-3	4&-1	-6	3
56	CS(=O)(=O)N(CC(=O)Nc1ccccc1)c1cccc(Cl)c1Cl	-2	15	x	12	x	11	x	-1
57	O=C(CSc1ccc(-c2ccco2)nn1)NC1CCCCC1	-13	x	x	-21	x	0	-3	18
58	NC(=O)NC(c1ccc(Cl)cc1)c1ccccc1Cl (configuration not stated)	-9	6	x	-4	x	4	x	2
